MLL CXXC-DNA inh: inhibitors of human MLL CXXC domain-DNA interaction | Q03164 | MLL-CXXC / FITC-HOXA9 DNA fluorescence polarization | Potency, µM (doses to about 115 µM), without a hit: top-dose activity change, negative = inhibition, actives largely listed as inhibitors | actives 0.037% (n = 290,000) | AID 2662; active = well fitted inhibition curve with a large enough effect in the polarisation, with a control signal flat, not every such curve was filed as active; inconclusive = small, poorly fitted or top-dose-only effect, or effect the other way, or a change in a side signal; inactive = no such curve, though single readings can be large or run the other way; the % refers to the polarisation
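Fluorescence polarization: 7 uM MLL-CXXC (stock) preincubated 5 min with compounds, then 50 nM fluorescein-HOX-A9 DNA (stock) added; 30 min ambient. Buffer 50 mM Tris-HCl pH 7.5, 50 mM NaCl, 1 mM DTT, 0.05% BSA.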
Rab9 prom act: activates the Rab9 promoter; Huh7 Rab9 promoter-luciferase reporter, luminescence, 24 h; Potency, µM (top dose mostly 9.22 µM), for inactives: top-dose activation, negative = inhibition, usual class: activators; actives 2.8% (n = 320,000); note: % of control where 0% means no effect; nearly all actives have a fitted effect of over 60% in size
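Measured in stably transfected Huh7 cells bearing a Rab9 promoter–luciferase construct: 24 h compound treatment at 37 °C, followed by luminescence detection.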
BRCA1 expr up: increases BRCA1 expression. MCF7-BRCA1-FFLuc reporter, luminescence, 48 h; response scale: scaled: vehicle 0%, 10 µM genistein 100%. Potency, µM (series often up to 46.1 µM), for the others: at the highest dose activation, usual class: activators. actives 1.1% (n = 380,000). AID 624202; note: nearly all actives have a fitted effect of over 80% in size; some results filed as inactive show a strong effect at the top dose
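MCF7-BRCA1-FFLuc cells, 2000/well in phenol-red-free MEM, attached 2 h then treated 48 h at 37 C. Luciferase luminescence read 15 min after reagent; normalized to genistein maximum activation (10microM) and DMSO, concentration-response fitted.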
NPC1 prom act: NPC1 promoter activation; Huh7 NPC1 promoter luciferase reporter, 24 h; Potency, µM (highest dose often 9.22 µM), without a hit: top-dose activation, most hits filed as activators; actives 2.4% (n = 320,000);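 note: % of control where 0% means no effect; nearly all actives have a fitted effect of over 60% in size; reporter is driven by a mutant NPC1 promoter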
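Stable NPC1-promoter luciferase Huh7 line; cpd (DMSO) 24 h, 37 °C, 5% CO2; Amplite luciferase reagent 10 min RT; luminescence readout. qHTS format.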
Gal4-VP16 FLuc: counter-screen for ROR gamma inhibitors: Gal4-VP16 reporter. Drosophila S2 Gal4-VP16 UAS-luciferase, luminescence, 20 h. Potency, µM (doses to about 53.6 µM), inactives show top-dose activity, negative = inhibition, actives largely listed as inhibitors. actives 3.5% (n = 310,000). AID 2546;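 note: Gal4-VP16 expression switched on by copper sulfate through the metallothionein promoter; % is set by controls: 0 for no effect and ±100 for the full control effect; nearly all actives have a fitted effect of over 50% in size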
p53 reactivation: re-activators of mutant p53; H1299 p53-A138V BP100-luciferase reporter, luminescence, 24 h; Potency, µM (highest dose often 92.2 µM), inactives show at the highest dose activity change, positive = activation, most hits filed as activators; actives 0.063% (n = 320,000); AID 504706; note: % of control where 0% means no effect; nearly all actives have a fitted effect of over 45% in size
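H1299 (p53-null), stable ts p53-A138V + BP100-Luc; 1000 cells/well, Opti-MEM/10% FBS; cpd 4 pt, 1:5; 24 h, 37 deg C, 5% CO2; detection reagent 10 min RT; luminescence.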
RORgamma inh: inhibitors of mouse ROR gamma transcriptional activity. Drosophila S2 Gal4-RORgamma UAS-luciferase reporter, 20 h. Potency, µM (titrated, usually from 53.6 µM), for inactives: top-dose activity change, negative = inhibition, actives largely listed as inhibitors. actives 5.4% (n = 310,000). AID 2551; note: % is set by controls: 0 for no effect and ±100 for the full control effect; nearly all actives have a fitted effect of over 60% in size
Target sequence (P51450 whole entry, looked up, the tested form may be a part): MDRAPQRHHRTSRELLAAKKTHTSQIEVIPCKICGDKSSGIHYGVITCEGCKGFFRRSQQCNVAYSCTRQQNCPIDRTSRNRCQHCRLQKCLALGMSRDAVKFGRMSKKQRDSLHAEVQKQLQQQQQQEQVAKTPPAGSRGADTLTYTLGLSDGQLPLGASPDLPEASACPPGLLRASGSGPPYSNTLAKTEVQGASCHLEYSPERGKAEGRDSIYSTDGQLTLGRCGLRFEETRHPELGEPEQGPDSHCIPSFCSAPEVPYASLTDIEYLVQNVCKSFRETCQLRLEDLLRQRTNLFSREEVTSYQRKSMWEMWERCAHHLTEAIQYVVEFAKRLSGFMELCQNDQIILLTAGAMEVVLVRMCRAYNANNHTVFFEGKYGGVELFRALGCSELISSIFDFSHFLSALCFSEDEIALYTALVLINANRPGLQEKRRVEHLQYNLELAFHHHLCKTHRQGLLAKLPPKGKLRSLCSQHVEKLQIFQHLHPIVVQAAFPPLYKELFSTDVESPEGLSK
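Read-out: Photinus luciferase luminescence; inhibitors lower reporter signal. Insect Schneider cells with Gal4-ROR gamma fusion under metallothionein promoter, UAS reporter; 700 uM final copper sulfate induction, 20 hr, ambient temperature.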
FLuc modulator: firefly luciferase modulation, counter-screen for miR-21 project; P08659; purified FLuc, Km substrates, luminescence inhibition; Potency, µM (doses to about 57.5 µM), without a hit: top-dose activity change, negative = inhibition, most hits filed as inhibitors; actives 6.9% (n = 360,000); AID 588342;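 note: plate controls were vehicle for no effect and reference inhibitor for full effect; nearly all actives have a fitted effect of over 55% in size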
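Biochemical qHTS of compounds, final roughly 60 µM downward over six points, against 10 nM purified firefly luciferase using Km concentrations of substrates (10 uM D-luciferin, 10 uM ATP) in Tris acetate pH 7.5 buffer; luminescence output.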
MBNL1-CUG inh: inhibitors of human MBNL1 binding to CUG repeat RNA. Q9NR56. TR-FRET MBNL1-His/biotin-(CUG)12 binding, 665/545 ratio. Potency, µM (top dose mostly 57.5 µM), without a hit: top-dose activity change, negative = inhibition, hits mostly inhibitors. actives 0.036% (n = 280,000). AID 2675; active = well fitted inhibition curve with a large enough effect in the signal ratio, with a control signal flat, not every such curve was filed as active; inconclusive = small, poorly fitted or top-dose-only effect, or effect the other way, or a change in a side signal; inactive = no such curve, though single readings can be large or run the other way; the % refers to the signal ratio; note: % is set by controls: 0 for no effect and ±100 for the full control effect
Target sequence (Q9NR56 whole entry, looked up): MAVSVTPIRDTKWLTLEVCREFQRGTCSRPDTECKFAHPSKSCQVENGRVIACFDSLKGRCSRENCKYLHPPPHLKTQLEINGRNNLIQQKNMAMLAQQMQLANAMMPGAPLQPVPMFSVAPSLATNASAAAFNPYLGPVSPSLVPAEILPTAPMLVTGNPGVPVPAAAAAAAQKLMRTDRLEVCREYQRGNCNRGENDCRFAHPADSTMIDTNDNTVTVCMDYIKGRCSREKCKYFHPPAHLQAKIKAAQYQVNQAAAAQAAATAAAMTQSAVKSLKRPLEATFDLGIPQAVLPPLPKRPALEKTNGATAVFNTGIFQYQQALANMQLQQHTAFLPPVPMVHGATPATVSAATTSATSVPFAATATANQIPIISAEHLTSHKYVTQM
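His-tagged MBNL1 binding to biotinylated (CUG)12 RNA was measured by TR-FRET using terbium anti-His antibody (0.055 ng/ul final) and streptavidin-XL665 (5 nM final). Compounds were titrated 92 nM to 58 uM; 60 min at room temperature.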
ELG1 genotoxic: genotoxicity induction in ELG1-luciferase HEK293T cells; HEK293T ELG1-luciferase reporter, luminescence, 16 h; Potency, µM (series often up to 46 µM), without a hit: at the top dose activity change, positive = activation, usual class: activators; actives 1.3% (n = 330,000); AID 504466; note: % of control where 0% means no effect; nearly all actives have a fitted effect of over 60% in size
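After overnight (16 hr) compound treatment at 37 °C, ELG1-luciferase HEK293T cells were lysed with ONE-Glo; luminescence quantified 30 min later at room temperature.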
uPA surface inh: inhibitors of cell surface uPA generation; cell surface uPA generation assay, qHTS; Potency, µM (titrated, usually from 38.3 µM), without a hit: at the highest dose activity change, negative = inhibition, most hits filed as inhibitors; actives 0.31% (n = 330,000); AID 540303; active = well fitted inhibition curve with a large enough effect; inconclusive = small, poorly fitted or top-dose-only effect; inactive = no such curve, though single readings can be large or run the other way; tested in mouse RAW 264.7 cells; note: % is set by controls: 0 for no effect and ±100 for the full control effect; nearly all actives have a fitted effect of over 55% in size
* hit, by the source's call; ? = inconclusive; nt = not tested or not shown; & = joins results of further samples; [ ] = another dose, or the depositor's remark. Unless noted, calls come from the whole dose curve; as a rule, active = well fitted curve in the direction sought with a large enough effect; inconclusive = small, poorly fitted or top-dose-only effect, or another doubt; inactive = no such curve, though single readings can be large; an effect the other way counts as inactive or inconclusive. Potency is the fitted concentration of half-maximal effect.

SMILES	BRCA1 expr up	p53 reactivation	NPC1 prom act	MLL CXXC-DNA inh	RORgamma inh	uPA surface inh	MBNL1-CUG inh	Rab9 prom act	FLuc modulator	ELG1 genotoxic	Gal4-VP16 FLuc
Cc1ccc(S(=O)(=O)N(CC(=O)N2CCc3ccccc3C2)c2ccc(Cl)c(Cl)c2)cc1	-54%	-3%	-1%	?	23%	1%	nt	-4%	-1%	-6%	-4%
CC(NCc1cccs1)C(=O)Nc1cc(Cl)cc(Cl)c1 (configuration not stated)	-17%	-4%	3%	2%	14%	3%	-4%	-3%	6%	-8%	6%
O=C(NCCN1CCOCC1)c1ccc2c(c1)N(Cc1ccccc1)C(=O)c1ccccc1S2	-4%	-2%	-1%	-5%	15%	3%	-4%	-1%	2%	1%[9.26 µM]	-5%
O=C(CCS(=O)(=O)c1cccc2nsnc12)N1CCN(c2ccccc2F)CC1	0%	2%	5%	-9%	-1%	2%	?	13%	-6%	0%	-4%
CCN(CC)CCn1c2c(c(SCC(=O)Nc3nc4ccc(C)cc4s3)nc1=O)CCC2	-1%	0%	1%	nt	nt	-10%	nt	-1%	-11%	19%	nt
CCOC(=O)N1CCOCCOCCN(C(=O)OCC)CCOCC1	-8%	-2%	1%	-3%	-11%	-3%	0%	0%	3%	-2%	-1%
O=C(CSc1ncn[nH]1)Nc1ccc(S(=O)(=O)Nc2ncccn2)cc1	3%	-2%	-1%	5%	4%	-25%	0%	-2%	3%	6%	-4%
Cc1cc(C)n(-c2ccc(C(=O)Nc3nc4ccccc4s3)cc2)n1	?	nt	2.5µM*	-10%	?	4%	-5%	?	2.7µM*	?	-4%
COCCCN=Cc1c(C)[nH]n(-c2ccc(Br)cc2Br)c1=O	-7%	5%	-2%	-24%	?	5%	1%	-2%	-1%	-2%	-19%
COc1ccc(OCC(=O)NCc2n[nH]c(=O)c3ccccc23)cc1	-3%	-1%	-4%	nt	nt	1%	nt	-3%	5%	4%	nt
Cc1cccc(C(=O)NC(NC(=S)Nc2ccc(S(N)(=O)=O)cc2)C(Cl)(Cl)Cl)c1 (configuration not stated)	3%	-4%	-1%	16%	17%	5%	-17%	-7%	-13%	2%	-26%
N#C/C(=C\c1ccncc1)c1nc2ccccc2[nH]1	23%	12%	4%	8%	-5%	-3%	7%	-2%	?	0%	1%
COC(=O)c1cc(C(=O)c2cc(F)ccc2O)cn2c(=O)c3c(C)c(C)sc3nc12	0%	2%	-2%	?	8%	3%	nt	-1%	?	-5%	-8%
O=C(COc1ccc(Cl)cc1)NCCS(=O)(=O)N1CCN(c2ccccc2F)CC1	-32%	7%	-2%	7%	?	10%	6%	-1%	-1%	-7%	-2%
O=C(CSc1ncn[nH]1)N1CCCCC1	20%	3%	-2%	-12%	36%	-1%	-7%	-4%	-2%	0%	6%
O=C(N/N=C/c1cccc([N+](=O)[O-])c1)c1nc2ccccc2c(=O)[nH]1	0%	11%	4%	-22%	7%	-1%	nt	23%	4%	9%	-4%
CCOC(=O)C1(Cc2cccc(Cl)c2)CCCN(C(=O)c2cc(C)[nH]n2)C1 (configuration not stated)	-1%	-4%	-1%	2%	-4%	-1%	1%	-1%	4%	-7%	-11%
CCOc1ccccc1OCCCC(=O)Nc1ccc(Cl)c(S(=O)(=O)N2CCOCC2)c1	-17%	-1%	-2%	nt	nt	-13%	nt	-10%	1%	-1%	nt
Cc1nc2c(=O)[nH]c3ccccc3c2o1	0%	-1%	-2%	-19%	-15%	1%	3%	-2%	-2%	1%	2%
O=C(NCc1ccc(F)cc1)C(c1ccc(F)cc1)N(C(=O)c1csnn1)C1CC1 (configuration not stated)	-20%	2%	0%	4%	?	1%	-4%	-4%	0%	-5%	9%
CC[n+]1c(C)n(-c2ccccc2)c2ccc(C(=O)OC)cc21	6%	12%	-2%	6%	12%	2%	16%	-1%	-1%	-1%	4%
O=C(/C=C/c1ccccc1[N+](=O)[O-])NC1CCCC1	65%	2%	0%	-7%	26%	-5%	?	22%	-3%	11%	-8%
COc1ccc(CCNC(=O)N[C@@H](Cc2ccccc2)C(=O)O)cc1	8%	-3%	-1%	?	7%	-2%	-6%	0%	-3%	0%	-6%
O=C(/C=C/c1ccccc1)Nc1ccc(Br)cn1	1.4µM*	0%	3%	3%	14%	1.6µM*	3%	1.4µM*	?	?	-3%
CN1C(=O)CC(=O)N(C)c2cc(S(=O)(=O)N(C)Cc3ccccc3)ccc21	8%	-4%	-3%	-1%	-9%	0%	-1%	-4%	-13%&0%	0%	-3%
CCOC(=O)CCC(=O)N1CCOCCN(C(=O)CCC(=O)OCC)CCOCC1	1%	2%	-1%	-12%	-6%	1%	10%	1%	3%	0%	-6%
C=CCOC(=O)C1=C(C)NC(=O)NC1C1CC=CCC1 (configuration not stated)	-8%	-7%	-2%	7%	-30%	4%	-7%	7%	-1%	-2%	4%
CCCCCOc1ccc(C(=O)NCC2(c3ccccc3)CCOCC2)cc1	-17%	13%	1%	2%	?	1%	-20%	-31%[inhibitor]	-3%	-4%	-7%
COc1ccc(NC(=S)NNC(=S)Nc2cccc(C(F)(F)F)c2)cc1	-17%	1%	-4%	1%	-1%	0%	nt	0%	?	-1%	-7%
CC1CCN(S(=O)(=O)c2cccc(C(=O)Nc3nccs3)c2)CC1	-39%	-6%	-2%	5%	11µM*	nt	-5%	-10%	4%	0%	?
Cc1cc(NC(=O)CSc2nnc(NC(=O)C3CC(=O)N(c4ccccc4)C3)s2)no1 (configuration not stated)	-5%	1%	-1%	6%	-7%	1%	nt	-1%	-1%	1%	2%
Cc1cc(F)ccc1S(=O)(=O)Nc1ncnc2sc3c(c12)CCC3	-25%	1%	-3%	0%	10%	2%	8%	0%	?	-7%	1%
Cc1ccccc1N=C1NC(=O)/C(=C/c2cccn2-c2cccc(C(=O)O)c2)S1	-17%	-10%	0%	-1%	16%	4%	1%	-10%	?	2%	3%[10 µM]
CCS(=O)(=O)n1nc(-c2ccccc2)nc1N	2%	1%	0%	11%	17%	-2%	?	-2%	4%	0%	-3%
Cc1ccc(S(=O)(=O)N(C)C)cc1NC(=O)CN1C(=O)NC2(CCCCCCC2)C1=O	-17%	-6%	-2%	3%	21%	5%	0%	0%	4%	2%	3%
O=C(c1ccco1)N1CCN(c2ccc([N+](=O)[O-])cc2F)CC1	56%	0%	17%	-4%	-1%	-8%	?	25%	-15%	6%	?

Looked up one by one from the list above (5):
SMILES	BRCA1 expr up	p53 reactivation	NPC1 prom act	MLL CXXC-DNA inh	RORgamma inh	uPA surface inh	MBNL1-CUG inh	Rab9 prom act	FLuc modulator	ELG1 genotoxic	Gal4-VP16 FLuc
Cc1ccccc1N=C1NC(=O)/C(=C/c2cccn2-c2cccc(C(=O)O)c2)S1	-17%	-10%	0%	-1%	16%	4%	1%	-10%	?	2%	3%[10 µM]
Cc1ccc(S(=O)(=O)N(C)C)cc1NC(=O)CN1C(=O)NC2(CCCCCCC2)C1=O	-17%	-6%	-2%	3%	21%	5%	0%	0%	4%	2%	3%
Cc1cc(F)ccc1S(=O)(=O)Nc1ncnc2sc3c(c12)CCC3	-25%	1%	-3%	0%	10%	2%	8%	0%	?	-7%	1%
Cc1cc(NC(=O)CSc2nnc(NC(=O)C3CC(=O)N(c4ccccc4)C3)s2)no1 (configuration not stated)	-5%	1%	-1%	6%	-7%	1%	nt	-1%	-1%	1%	2%
C=CCOC(=O)C1=C(C)NC(=O)NC1C1CC=CCC1 (configuration not stated)	-8%	-7%	-2%	7%	-30%	4%	-7%	7%	-1%	-2%	4%

A portion of the library (hit frequency here may not be typical).
